OXTR potentiate = human OXTR potentiators, primary screen, fluorescence, CHO-OTR cells, Fluo-8 calcium. Oxytocin receptor (Homo sapiens), P30559. Fluo-8 calcium fluorescence, potentiator mode; 0% = oxytocin EC15, 100% = EC100. activation, % at 3 µM. actives 0.061% (n = 320,000);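 active = activation above that plate's cutoff, the mean activation of tested compounds plus 3 SD, cut at about 6.6% in these data, passing the limit was not always enough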;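 note: 100% uses oxytocin at 75 nM as the full agonist control; some results filed as inactive read as strong as hits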
Target sequence (P30559 whole entry, looked up): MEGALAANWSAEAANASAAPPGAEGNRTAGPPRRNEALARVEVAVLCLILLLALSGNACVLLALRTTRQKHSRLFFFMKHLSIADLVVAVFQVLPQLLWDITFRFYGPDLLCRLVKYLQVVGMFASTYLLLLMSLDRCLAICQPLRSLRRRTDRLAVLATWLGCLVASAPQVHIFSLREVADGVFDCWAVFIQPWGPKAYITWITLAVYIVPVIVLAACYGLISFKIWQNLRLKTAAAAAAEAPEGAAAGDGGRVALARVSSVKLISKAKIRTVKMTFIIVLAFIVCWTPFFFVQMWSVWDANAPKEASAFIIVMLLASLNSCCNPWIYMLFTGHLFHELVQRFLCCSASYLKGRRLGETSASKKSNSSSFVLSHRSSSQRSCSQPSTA
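test system = CHO-OTR cells, human receptor | compound = single-point 3.0 µM | schedule = 6 min compound pre-incubation at room temperature, 100 s kinetic read | signal = Fluo-8 no-wash calcium dye fluorescence, excitation 470-495 nm, emission 515-575 nm | repeats = single well per compound, singlicate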
OXTR agonist = human OXTR agonists, primary screen, fluorescence, CHO-OTR cells, Fluo-8 calcium. Fluo-8 calcium fluorescence; normalized: DMSO 0%, oxytocin 100%. activation, % at 3 µM. actives 0.32% (n = 320,000). AID 2435, 2010;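 active = activation above the mean of all tested compounds plus 3 SD, cutoff set per screening run, cut at about 20% in these data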;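 note: peak over basal fluorescence ratio from a 100 s FLIPR kinetic read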
V1aR counter = agonists of human V1a receptor, primary screen, counter-screen for OXTR agonist project, fluorescence, CHO-V1R cells; Vasopressin V1a receptor (Homo sapiens), P37288; Fluo-8 calcium fluorescence, agonist mode; 0% DMSO, 100% 3 nM vasopressin; activation, % at 3 µM; actives 0.25% (n = 320,000); AID 2797, 2010;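 active = activation above the mean activation of all tested compounds plus 3 SD, per screening run, cut at about 20% in these data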;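 note: signal is peak over basal fluorescence ratio across a 100 second FLIPR read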
CHRM1 antagonist = human M1 muscarinic receptor antagonists, primary screen, CHO-K1 cells, Fluo-8 calcium fluorescence, 1536-well | actives 1.3% (n = 360,000) | CHO-K1 hM1, ACh EC80 antagonist | Muscarinic acetylcholine receptor M1 (Homo sapiens), P11229 | inhibition, % at 3 µM;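 active = percent inhibition above its own plate's cutoff, namely the mean of that plate's compound wells plus 3 SD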;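 note: peak over basal fluorescence ratio during 140 s after agonist addition; 0% = ACh EC80 plus DMSO and 100% = DMSO alone without agonist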
Target sequence (P11229 whole entry, looked up): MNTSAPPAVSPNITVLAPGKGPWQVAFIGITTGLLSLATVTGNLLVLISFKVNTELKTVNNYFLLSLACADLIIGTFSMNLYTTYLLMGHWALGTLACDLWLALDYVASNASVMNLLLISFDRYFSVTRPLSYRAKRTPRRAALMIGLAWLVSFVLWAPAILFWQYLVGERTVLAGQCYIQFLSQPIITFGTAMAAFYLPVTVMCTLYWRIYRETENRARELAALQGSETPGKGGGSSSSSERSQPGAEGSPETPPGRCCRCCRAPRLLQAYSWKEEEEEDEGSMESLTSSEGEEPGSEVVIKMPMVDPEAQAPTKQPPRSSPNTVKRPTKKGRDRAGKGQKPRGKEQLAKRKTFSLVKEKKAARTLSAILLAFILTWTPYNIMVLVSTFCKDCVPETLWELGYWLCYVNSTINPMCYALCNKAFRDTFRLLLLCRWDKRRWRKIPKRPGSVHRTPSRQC
M1 ag = human M1 muscarinic receptor agonists, primary screen, Fluo-8 calcium fluorescence, CHO-K1 cells, HTS; AID 588814, 2011; activation, % at 3 µM; CHO-K1 hM1, agonist mode; 0% DMSO, 100% acetylcholine EC100; actives 0.33% (n = 360,000); Muscarinic acetylcholine receptor M1 (Homo sapiens), P11229;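 active = activation above the run's mean compound activation plus 3 SD, cut at about 16% in these data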;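 note: peak over basal fluorescence ratio within a 140 s kinetic read after compound addition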
CHRM1 PAM = human M1 muscarinic receptor positive allosteric modulators, primary screen, CHO-K1 cells, Fluo-8 calcium fluorescence, 1536-well | activation, % at 3 µM | AID 588819, 2011 | actives 0.088% (n = 360,000) | CHO-K1 hM1, ACh EC20; 0% = ACh EC20, 100% = maximal ACh | Muscarinic acetylcholine receptor M1 (Homo sapiens), P11229; in the data active = activation above about 19%, passing the limit was not always enough
TAAR1 agonist = human TAAR1 agonists, primary screen, Fluo-8 calcium fluorescence, CHO RD-HGA16 cells | actives 0.99% (n = 360,000) | Trace amine-associated receptor 1 (Homo sapiens), Q96RJ0 | activation, % at 3 µM | vehicle wells 0%, saturating PEA agonist 100% | AID 624467, 2012;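 active = activation above the mean activation of all test compounds in the run plus 3 SD, cut at about 38% in these data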
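System: CHO-derived RD-HGA16 cells with stable Gα16 and human TAAR1. Times: 17-24 h plating, Fluo-8 75 min 37 °C, 30 min RT. Measured by: calcium-sensitive Fluo-8 signal, excitation 470-495, emission 515-575 nm. Read-out basis: % activation relative to PEA EC100 response. Control set: DMSO and PEA EC100. Repeats: no replicates (n 1).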
TAAR1 antag = human TAAR1 antagonists, primary screen, Fluo-8 calcium fluorescence, CHO RD-HGA16 cells. Trace amine-associated receptor 1 (Homo sapiens), Q96RJ0. antagonist. inhibition, % at 3 µM. actives 1.5% (n = 360,000);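 active = inhibition above a per-plate cutoff, the mean inhibition of test compounds on that plate plus 3 SD, cut at about 49% in these data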;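 note: 0% = DMSO plus EC80 beta-PEA response and 100% = DMSO alone without agonist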
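System: RD-HGA16 CHO cells with stable hTAAR1 and Gα16 | Probe or stimulus: EC80 β-phenethylamine stimulus | Dosing: 3 µM, single point | Times: Dye loading 75 min at 37 °C, then 30 min room temperature | Measured by: Fluo-8 calcium-sensitive fluorescence | Read-out basis: % inhibition of agonist calcium response | Replicates: n of 1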
CHO parental Ca = ATP-evoked calcium signal inhibitors, parental CHO, primary screen, counter-screen for OX1R antagonist project, cell-based, fluorescence, Fluo-8 calcium dye; actives 0.63% (n = 330,000); inhibition, % at 5.6 µM; parental CHO-K1, ATP-induced calcium, Fluo-8 fluorescence; AID 463079, 2010;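 active = inhibition above that plate's mean sample inhibition plus 3 SD, cut at about 26% in these data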;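 note: 0% = ATP-challenged DMSO wells and 100% = DMSO wells without ATP; some compounds past the cut are filed as inactive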
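Test system: untransfected parental CHO cell line; also added: ATP stimulus; dosing: 5.6 µM, single dose; signal: calcium-sensitive Fluo-8 fluorescence; measure: percent inhibition of ATP-evoked calcium rise, normalized to controls; benchmarks: low control ATP plus DMSO, high control DMSO only; replication: one well per compound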
The depositor's hits bear a star; · = no result given.

SMILES	OXTR potentiate	OXTR agonist	V1aR counter	CHRM1 antagonist	M1 ag	CHRM1 PAM	TAAR1 agonist	TAAR1 antag	CHO parental Ca
COC(=O)c1sc(NC(=O)COc2ccc(OC)cc2)nc1C	2.5	0.8	1.5	11.8	-3.7	-4.5	20.7	4.7	-15.9
CCCCn1c(SCC(N)=O)nc2c(sc3ccccc32)c1=O	3.1	-2.0	0.3	-9.6	-3.0	10.0	6.0	4.0	-7.8
CSc1ccc(Cn2nnc(C(=O)NCCc3ccc(Cl)cc3)c2N)cc1	-5.9	0.4	1.6	-36.2	-1.6	8.1	0.1	-18.6	4.0
O=C(CSc1nccc(=O)[nH]1)Nc1ccc(Br)c(Cl)c1	-13.9	1.2	1.7	-18.7	1.8	10.0	24.0	-3.0	-2.3
CCn1c(C)nc2cc(C(=O)N/N=C/c3ccc(OC)c(O)c3)ccc21	0.5	-0.9	-0.2	0.5	-6.0	3.5	5.5	-10.6	-5.9
Cc1ccc2nc(NC(=O)CCn3c(=O)sc4ccccc43)sc2c1	-8.1	-1.1	-0.6	-5.6	-3.1	-3.9	-1.1	-0.6	-7.4
O=C(CN1CCN(S(=O)(=O)c2ccc(F)cc2)CC1)Nc1cccc(C(F)(F)F)c1	-8.5	5.8	5.6	7.3	0.0	2.0	4.1	4.6	-17.1
Cc1csc2c(N3CCN(C(=S)Nc4ccc(C(F)(F)F)cc4)CC3)ncnc12	-15.7	11.5	5.9	21.5	3.5	-3.6	46.8*	38.1	9.8
CC1CCN(C(=O)Cn2nnnc2CN2CCOCC2)CC1	-3.8	0.4	0.5	-4.9	-1.7	7.0	1.1	-23.4	4.2
Cc1cccc(C)c1NC(=O)C(c1ccc([N+](=O)[O-])cc1)N1CCCCC1 (stereo not given)	-17.8	-0.9	-1.1	-0.4	-1.3	2.0	0.5	3.1	0.7
O=C(c1ccc(O)c(Br)c1)c1cc(Br)ccc1O	·	·	·	3.7	4.6	-4.3	5.8	17.5	·
CC(C)COC(=O)/C(C#N)=C/c1c[nH]c2ccccc12	-16.0	-1.9	0.0	-2.8	-6.7	-1.1	-1.1	14.7	3.0
O=C(CN(C1CCCCC1)S(=O)(=O)c1ccc(Cl)cc1)N1CCOCC1	-2.9	-0.2	-1.5	16.3	0.1	-5.2	10.1	4.7	-5.3
Cc1[nH]nc(Nc2ccc(O)cc2)c1[N+](=O)[O-]	-17.7	0.3	0.6	-2.2	-1.6	-5.4	2.6	3.8	-13.2
O=C(CNC(=O)c1ccccc1)N/N=C/c1cc(Br)ccc1O	-1.6	-0.6	1.2	-10.3	-5.7	10.3	3.6	-9.0	-4.4
Cc1ccc(S(=O)(=O)N(C)C)cc1NC(=O)COC(=O)CCNS(=O)(=O)c1ccccc1	·	·	·	-15.6	-0.2	15.0	0.6	4.8	·
CCc1nc2c(OCc3ccccc3)cccn2c1N(C)C(=O)COc1ccccc1	·	·	·	-4.3	-7.1	-4.5	0.6	1.6	·
COc1ccc(-c2cc(C(F)(F)F)nc(NCc3cccnc3)n2)cc1	-2.5	-1.3	-1.0	4.4	-4.6	-5.0	20.3	-0.9	-30.9
CCC(C)(C(=O)Nc1ccc2c(c1)OCCO2)N(C(C)=O)c1ccc(C(N)=O)cc1 (stereo not given)	-5.5	-0.3	0.3	-7.9	-3.4	8.2	3.7	-3.0	-9.0
O=C1CCC(=O)N(O)CCCCCNC(=O)CCC(=O)N(O)CCCCNC(=O)CCC(=O)N(O)CCCCCN1	-4.7	0.6	0.3	-6.7	-0.2	2.9	2.6	-26.6	2.4
CCn1c(=O)c2ccccc2n2c(SCC(N)=O)nnc12	-8.1	-0.9	2.6	-10.4	-3.5	-1.3	1.3	0.5	8.6
O=C(N/N=C/c1ccccc1F)c1cccc(NC(=O)c2ccccc2Cl)c1	-3.6	1.1	2.1	2.5	-2.1	-3.7	17.8	59.1*	-21.8
CCCNC(=O)c1cc(C2CCCN(C(=O)c3ccc(OC)cc3)C2)on1 (stereo not given)	·	·	·	19.3	-4.6	-9.1	2.8	-11.8	·
CCC1C(=O)Nc2ccccc2N1C(=O)COc1ccccc1 (stereo not given)	-2.9	-0.6	1.1	3.0	-3.7	-1.4	3.8	-12.1	-0.5
NC(=O)c1nc[nH]c1C(=O)Nc1cccc(C(F)(F)F)c1	-1.7	-1.4	-0.3	-14.5	9.4	16.1	5.4	-12.3	-13.5
More compounds.
SMILES	OXTR potentiate	OXTR agonist	V1aR counter	CHRM1 antagonist	M1 ag	CHRM1 PAM	TAAR1 agonist	TAAR1 antag	CHO parental Ca
COc1cccc(NC(=O)CNc2cc(S(=O)(=O)N3CCOCC3)ccc2N2CCCC2)c1	-5.9	-2.3	-1.0	-13.6	-9.0	6.1	2.1	-18.7	-17.6
CCC1(CC)N=C(c2ccccc2)C(=S)N1	-18.2	-1.8	-0.5	-7.5	-6.0	6.1	-0.7	-22.9	-7.4
COc1cc2[nH]c(=O)n(CCCCCC(=O)N3CC=C(c4ccccc4)CC3)c(=O)c2cc1OC	-16.6	0.5	2.3	17.9	-2.2	-5.5	13.9	63.2*	2.5
Cc1[nH]c2c(Cl)cccc2c(=O)c1CN1CCCC1	-0.7	0.3	0.8	12.5	-6.7	-7.0	11.2	-8.2	-7.4
COC(=O)c1cc(OC)c(OC)cc1NC(=O)C(C)Sc1ccc(C)cc1 (stereo not given)	1.2	-0.7	0.6	0.0	-6.3	0.2	11.6	7.0	-29.1
Cc1ccccc1C(=O)Nc1ccccc1-c1nnn(CC(=O)Nc2ccc3c(c2)OCCO3)n1	-4.1	0.2	-0.6	-9.2	-3.5	12.2	14.0	-20.4	-5.8
COc1ccccc1/C=C\C(=O)NCC(=O)N/N=C/c1cccc(OC)c1O	-11.1	2.3	4.3	-8.8	-0.8	-1.9	6.9	32.4	-17.2
CC(C)Cc1ccc(S(=O)(=O)Nc2cccnc2)cc1	-23.5	6.5	9.1	2.8	-3.0	0.0	17.1	13.0	8.3
O=S(=O)(c1ccc(OCc2ccc(Br)cc2)cc1)N1CCOCC1	1.5	3.3	1.6	3.7	-4.3	-1.9	11.9	19.3	5.4
Cc1ccc(NC(=O)C2CCN(C(=O)c3ccc(F)cc3)CC2)nc1	0.8	0.1	1.1	-3.5	-1.1	5.3	0.1	-15.4	-0.1
Cc1ccc(CSC2=NCCN2S(=O)(=O)c2ccccc2)cc1	-14.8	-1.4	-1.1	-4.9	-12.0	-2.1	2.1	-31.4	-1.1
CCOC(=O)C1CCCN(Cc2cccs2)C1 (stereo not given)	-8.4	-0.1	0.7	1.3	-4.3	-0.6	-1.3	-1.6	-2.8
CCCc1nnc(SCC(=O)N2CCCCC2C)n1CC1CCCO1 (stereo not given)	-8.0	0.8	0.4	-2.1	-1.8	4.6	0.5	5.6	-2.2
COc1cccc(CNC(=O)CCc2nc3cc(S(=O)(=O)N4CCOCC4)ccc3n2C)c1	-2.2	0.0	-1.0	-4.1	-3.2	4.6	3.0	-5.9	-13.9
O=C(O)C(F)(F)S(=O)(=O)O	-6.3	1.7	0.9	-11.3	-0.6	9.2	-0.8	15.2	-3.2
Cc1cccc(OCC(=O)NCCNC(=O)c2ccccn2)c1	-7.4	0.7	0.4	-6.3	-1.9	5.0	-1.2	-4.3	13.3
COc1ccc(OCC(O)CNS(=O)(=O)c2ccc(C)cc2)cc1 (stereo not given)	-2.0	1.7	-2.1	-4.4	-1.3	4.8	2.3	-13.5	-15.6
CCOC(=O)C1=CN(Cc2ccco2)S(=O)(=O)N(C)C1CC (stereo not given)	·	·	·	-15.3	-8.3	8.1	-1.3	-8.9	-11.8
CN(Cc1ccccc1)CC(O)COc1ccc(CNCc2nccn2C)cc1 (stereo not given)	-2.9	0.1	1.5	-6.9	-14.1	-1.3	4.3	-4.5	-18.2
COc1ccc(OCC#CCNC(C)(C)C)cc1	-9.5	0.2	1.2	1.6	-6.8	-6.3	13.2	12.4	9.8
O=C(Oc1ccc2c(=O)c(Oc3ccc4ccccc4c3)coc2c1)c1cccnc1	-7.6	6.0	3.8	0.9	-1.9	2.3	3.4	13.8	-1.5
COc1ccc(S(=O)(=O)N(CCc2ccccc2)CC(=O)NCCCO)cc1	-5.7	-0.9	-0.3	-20.4	-1.4	14.1	8.6	3.6	-0.9
Cc1ccc(S(=O)(=O)NCC(=O)OCC(=O)N(C)C2CCS(=O)(=O)C2)cc1 (stereo not given)	0.2	-0.1	1.5	-5.0	-0.6	3.4	2.5	-17.8	-8.8
O=C(Nc1ccnn1C1CCN(CCCC2CCCC2)CC1)c1ccccc1Cl	-3.3	1.6	2.8	39.8*	-4.2	-17.1	7.8	-21.3	1.2
O=C(NCCC1=CCCCC1)C(c1ccccc1)c1ccccc1	-12.9	-2.0	1.0	-0.8	-3.7	-0.3	2.7	5.7	-4.8
Cn1nnc(-c2ccc(OCc3ccccc3F)cc2)n1	-6.9	0.8	-0.1	3.8	-6.5	3.7	-0.4	1.6	-4.4
Cc1nc2c(c(C)nn2-c2ccccc2)c(C)c1CCC(=O)Nc1ccc(CN2CCCC2)cc1	-7.7	5.8	1.9	8.6	-5.8	-4.0	10.4	-0.5	-5.8
Cc1ccc(C)n1NC(=O)c1ccc(Cl)cc1Cl	-7.8	-0.7	-1.4	-15.9	-1.8	11.1	-1.1	9.8	-1.4
Cc1ccc(C)c(Cn2c(CO)nc3ccccc32)c1	-9.1	0.6	1.6	-5.7	3.5	3.4	13.1	-18.0	-15.8
